Screening data as filed in PubChem.
AmpC no deterg: qHTS Inhibitors of AmpC Beta-Lactamase (assay without detergent) | P00811 | AmpC nitrocefin hydrolysis, absorbance 480 nm, 0.0001% Triton | Potency, µM (titrated, usually from 57.1 µM), without a hit: at the highest dose activity change, negative = inhibition, most hits filed as inhibitors | 330,000 tested, 0.52% active | AID 485341, 2010;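 further: potency means the concentration at half of the fitted maximal effect; plate controls were no compound for no effect and no enzyme for full effect; nearly all actives have a fitted effect of over 20% in size; some results filed as inactive show a strong effect at the top dose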
Target sequence (P00811 whole entry, looked up): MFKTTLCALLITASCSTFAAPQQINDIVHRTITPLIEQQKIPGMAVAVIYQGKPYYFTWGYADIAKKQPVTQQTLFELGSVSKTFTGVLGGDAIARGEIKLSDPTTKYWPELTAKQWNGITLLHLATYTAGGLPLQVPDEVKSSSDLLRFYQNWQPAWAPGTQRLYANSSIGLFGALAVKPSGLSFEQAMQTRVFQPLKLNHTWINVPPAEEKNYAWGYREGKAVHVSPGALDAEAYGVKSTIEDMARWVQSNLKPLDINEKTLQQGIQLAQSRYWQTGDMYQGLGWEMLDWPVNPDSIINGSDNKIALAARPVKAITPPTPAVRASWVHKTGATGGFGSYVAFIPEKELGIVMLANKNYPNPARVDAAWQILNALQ
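AmpC (5.3 nM in the dispensed reagent) in 20 mM phosphate pH 7.0 with 0.01% (detergent screen) or 0.0001% Triton X-100 was preincubated with compounds for 15 min at room temperature. Nitrocefin was then added from an 800 uM solution, and hydrolysis was followed at 480 nm.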
LmPK inh: qHTS Assay for Inhibitors of Leishmania Mexicana Pyruvate Kinase (LmPK); Q27686; purified LmPK, Kinase-Glo ATP luminescence, 1 h; Potency, µM (doses to about 57.5 µM), inactives show at the top dose activity change, negative = inhibition, actives largely listed as inhibitors; 290,000 tested, 0.37% active; further: potency means the concentration at half of the fitted maximal effect
Target sequence (Q27686 whole entry, looked up): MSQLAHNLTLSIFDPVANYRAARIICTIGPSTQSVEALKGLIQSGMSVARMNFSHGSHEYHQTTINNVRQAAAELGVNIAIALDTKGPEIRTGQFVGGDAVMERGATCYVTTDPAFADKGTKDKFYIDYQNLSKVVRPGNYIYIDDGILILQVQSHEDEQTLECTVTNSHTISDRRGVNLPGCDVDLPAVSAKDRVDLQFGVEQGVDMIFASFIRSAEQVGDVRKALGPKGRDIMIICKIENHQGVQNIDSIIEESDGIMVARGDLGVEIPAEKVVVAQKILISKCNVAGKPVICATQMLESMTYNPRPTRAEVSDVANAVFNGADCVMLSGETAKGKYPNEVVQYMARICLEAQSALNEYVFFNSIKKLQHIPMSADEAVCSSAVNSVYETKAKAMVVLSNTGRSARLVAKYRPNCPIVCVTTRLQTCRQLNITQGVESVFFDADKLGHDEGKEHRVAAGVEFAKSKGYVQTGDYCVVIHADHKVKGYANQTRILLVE
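qHTS format; LmPK 0.1 nM; substrates PEP 0.5 mM and ADP 0.1 mM. One-hour room-temperature incubation, then coupled luciferase luminescence; 0.5 nM enzyme wells mark activation.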
HCV inh: qHTS Assay for Inhibitors of Hepatitis C Virus (HCV) | Huh7.5.1 HCVcc-Cre infection, luciferase reporter, 44 h | Potency, µM (highest dose often 41.8 µM), for the others: top-dose activity change, negative = inhibition, most hits filed as inhibitors | 340,000 tested, 3.4% active | AID 651820, 2012; further: potency means the concentration at half of the fitted maximal effect
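Reporter virus HCVcc-Cre (~0.5 moi) infects cells exposed to compound; seeding density 1,000 cells/well with 4 h settling beforehand. Luminescence, 15 sec read, taken 44 h post-infection following a 15 min RT substrate incubation.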
AMA1-RON2 inh: qHTS for Inhibitors of AMA1-RON; Towards Development of Antimalarial Drug Lead: Primary Screen; Plasmodium falciparum AMA1 (3D7) - RON2 peptide interaction; AlphaScreen AMA1-biotinylated RON2 peptide binding; Potency, µM (doses to about 58.2 µM), for the others: top-dose activity change, negative = inhibition, usual class: inhibitors; 360,000 tested, 0.2% active; AID 720542, 2013;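 further: potency means the concentration at half of the fitted maximal effect; 0% = vehicle wells and -100% = peptide control; nearly all actives have a fitted effect of over 45% in size; some results filed as inactive show a strong effect at the top dose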
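AMA1 (3D7) with his tag at 25 nM final met compounds first, then biotinylated RON2 peptide at 25 nM; detection used donor plus acceptor beads, 10 µg/mL apiece, read by AlphaScreen after 30 min at room temperature.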
AmpC inh detg: qHTS Inhibitors of AmpC Beta-Lactamase (assay with detergent) | 370,000 tested, 0.041% active | P00811 | Potency, µM (series often up to 114 µM), inactives show at the top dose activity change, negative = inhibition, hits mostly inhibitors | AmpC hydrolysis of nitrocefin, absorbance 480 nm, 0.01% Triton;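 further: potency means the concentration at half of the fitted maximal effect; 0% = no-compound wells and -100% = no-enzyme wells; nearly all actives have a fitted effect of over 25% in size; some results filed as inactive show a strong effect at the top dose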
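20 mM phosphate pH 7.0 + 0.01% (detergent screen) or 0.0001% Triton X-100; 5.3 nM AmpC reagent; cpd preinc 15 min RT; nitrocefin (800 uM stock) to start; A480 q20 s × 4 min; Activity was normalised to no-enzyme and no-compound control wells.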
TbPYK inhibitor: qHTS of Trypanosoma Brucei Inhibitors | 410,000 tested, 0.12% active | Potency, µM (highest dose often 76.8 µM), without a hit: at the top dose activity, negative = inhibition, most hits filed as inhibitors | AID 624173, 2012 | pyruvate kinase (Trypanosoma brucei), Q57TT1 | TbPYK enzyme, Kinase-Glo Plus ATP luminescence, 45 min; further: potency means the concentration at half of the fitted maximal effect; nearly all actives have a fitted effect of over 50% in size
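Quantitative HTS: titrated library compounds versus trypanosomal pyruvate kinase in TEA buffer (pH 7.2) containing KCl, MgCl2, BSA and Tween-20. Reactions were initiated with ADP, 130 uM final. Kinase-Glo Plus luminescence was read after 45 min at RT.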
HCMV inh: qHTS Assay for inhibitors of the human cytomegalovirus (HCMV); AID 1259415, 2018; activity change, negative = inhibition, % at 57.5 µM; HFF cells, HCMV-luciferase reporter, 72 h; hits give low values; 410,000 tested, 4.5% active; in the data active means activity change below about -60%; inconclusive means no clear call, values can overlap the other calls; inactive means above about -39%
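Two compound doses tested in HFFs infected with HCMV-luciferase, MOI 1 PFU/cell, 72 h at 37C. Lysate luminescence read with OneGlo; data normalized against buffer-only and 10uM Salinomycin inhibitor controls.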
* marks the source's active call; other numbers are inactive results; ? = inconclusive; . = no result given; [ ] = remark or other dose. Unless noted, the call rests on the fitted dose curve; in most records, active means well fitted curve in the direction sought with a large enough effect; inconclusive means small, poorly fitted or top-dose-only effect, or another doubt; inactive means no such curve, though single readings can be large; an effect the other way counts as inactive or inconclusive. Unless noted, on the % scale 0 is the no-effect control and ±100 the full control effect.

SMILES	AmpC no deterg	LmPK inh	HCV inh	AMA1-RON2 inh	AmpC inh detg	TbPYK inhibitor	HCMV inh
O=C(CCc1ccccc1)NNC(=O)Cc1ccc(Cl)cc1	-10%	4%	0%	62%[activator]	-1%	1%	-23
C=CCOc1cccc(/C=N/NC(=O)C(=O)NCc2ccco2)c1	-17%	1%	4%	0%	-3%	2%	47
Cc1ccc(C(=O)COc2ccccc2N2C(=O)c3ccccc3C2=O)cc1	-2%	-2%	3%	-7%	?	3%	27
Cn1c(CCNC(=O)c2ccco2)nc2cc(NC(=O)c3ccccc3Cl)ccc21	-14%	4%	-13%	5%	0%	5%	-2
C/C(=N\OC(=O)NC(C)C)c1sc(-c2ccc(Cl)cc2)nc1C	139%[activator]	-5%	?	-3%	0%	4%	49
CCCNc1cc(C)c(C#N)c2nc3ccccc3n12	-18%	6%	-19%	1%	-6%	-8%	?
CSc1nc2c(c(=O)[nH]1)C(c1cccc(F)c1F)CC(=O)N2 (stereo not drawn)	.	.	.	.	7%	-1%	5
CCCCNC(=O)NNC(=O)c1cc(C)on1	-11%	0%	2%	13%	-8%	-3%	-9
O=C(O)/C=C/C(=O)Nc1ccc(Cl)cc1C(=O)c1ccccc1	-25%	2%	-14%	-22%	-8%	-8%	14
COc1ccc2c(CC(=O)OCC(=O)Nc3ccc(C)cc3)coc2c1	-33%	.	14%	-8%	-14%	-2%	0
Cc1nnc(SCC(=O)Nc2cccc(Br)c2)s1	-18%	.	9%	-3%	-11%	3%	-21
CCN(CC)CCCC1(CN)OCCc2ccccc21 (stereo not drawn)	-1%	-2%	?	8%	?	15%	3
CC(=O)Nc1ccc(S(=O)(=O)NCCC(=O)Nc2cc(C)ccn2)cc1	-12%	.	5%	-4%	-17%	-15%	-11
Clc1ncc2[nH]cnc2n1	-21%	-4%	7%	-14%	-2%	-3%	-15
CNC(=O)NNC(=O)c1csc(Cc2c(Cl)sc3ccc(Cl)cc23)n1	94%[activator]	-4%	-13%	111%[activator]	-1%	1%	-21
O=[N+]([O-])c1ccccc1OCCCn1cnc2ccccc21	-5%	0%	-11%	4%	-2%	20%	117
O=C(NNS(=O)(=O)c1ccc(Br)cc1)c1ccncc1	-5%	0%	10%	16%	-3%	2%	-1
CC(C)[C@H](NC(=O)N1CCn2c1nc1ccccc12)C(=O)NCC1CCCO1 (stereo partly drawn)	29%	2%	15%	95%[activator]	-5%	-4%	-28
N#Cc1c(NC(=O)c2cccc(S(=O)(=O)Nc3ccc(C(=O)O)cc3)c2)sc2c1CCCC2	-47%	0%	18%	-14%	0%	-8%	-27
CC(CC(C)(C)N1CC1)=NNC(=O)Nc1cccc2ccccc12	.	.	?	40%[activator]	.	-3%	22
CCN(C[C@H]1N[C@@](Cc2ccccc2)(C(=O)OC)[C@H]2C(=O)N(C)C(=O)[C@@H]12)C(=O)Nc1ccc(C)cc1	131%[activator]	.	?	0%	.	-9%	-16
O=C(CSc1nc2ccccc2c(=O)n1-c1ccc(F)cc1)Nc1ccc(N2CCOCC2)cc1	-25%	0%	?	?	0%	2%	?
COc1cccc(C(O)c2nc(-c3cccc(NC(C)=O)c3)cs2)c1 (stereo not drawn)	.	.	.	-9%	.	-3%	12
COc1cccc(NC(=O)Cn2cc(C(=O)c3ccc(F)cc3)c(=O)c3cc(OC)ccc32)c1	.	.	.	.	10%	-9%	-8
CC(C)CN1CCC(=O)NC1=S	.	.	5%	7%	.	0%	21
CC(C)(CNC(=O)c1ccc(S(=O)(=O)Nc2ccc(Cl)cc2)cc1)N1CCOCC1	21%	.	12%	13%	2%	-6%	-14
CCOc1cc(/C=N/O)ccc1OCc1ccccc1F	-20%	4%	?	0%	1%	-10%	32
Cn1c(O)c(N=Nc2ccc(F)cc2)c2ccccc21	-1%	8%	3%	11%	-6%	-20%	7
S=c1[nH]nc(COc2ccc(Cl)cc2)n1Cc1ccccc1	-44%	2%	5%	52%[activator]	2%	?	?
Cc1ccc(S(=O)(=O)NCCc2nnc3ccc(SCC(=O)Nc4nc(C)cs4)nn23)cc1	-40%	3%	-5%	-14%	-3%	-12%	-37
CC(C)(C)NC(=S)N/N=C/c1cccnc1	-44%	-2%	10%	62%[activator]	-3%	-6%	-65*
O=C(O)CCN(Cc1ccccc1)S(=O)(=O)c1c(Cl)cccc1Cl	-17%	0%	11%	-7%	6%	-12%	?
Cc1nnc(NC(=O)COc2ccccc2)s1	-13%	-17%	11%	32%[activator]	0%	8%	-22
O=C(c1ccc2c(c1)N(Cc1ccc(F)cc1)CCS2)N1CCOCC1	54%	-2%	-3%	13%	2%	2%	?
O=C(CCl)Nc1cccc2ncccc12	-17%	-4%	13µM*	32%[activator]	0%	-3%	-99*
C=CC[C@@H](CC(=O)N[C@H](CO)Cc1ccccc1)C(=O)N[C@@H](COC(=O)[C@@H](CC=C)CC(=O)OC(C)(C)C)Cc1c[nH]c2ccccc12	115%[activator]	.	?	10%	.	3%	-20
NC(=O)CC(NC(=O)c1ccccc1)c1ccc(N2CCC(Cc3ccccc3)CC2)c([N+](=O)[O-])c1 (stereo not drawn)	15%	-4%	?	-5%	-15%	-8%	-67*
COc1ccccc1NS(=O)(=O)c1cc(NC(=O)C(C)C)ccc1N1CCCCC1	-47%	3%	?	10%	-6%	-26%	-38
CCOC(=O)c1ccc(NC(=O)C2CC2)cc1	-21%	-3%	2%	2%	?	1%	11
CCOC(=O)c1c(NC(=O)c2cc(OCC)c(OCC)c(OCC)c2)sc2c1CCCCC2	.	.	.	.	8%	-2%	22
CCOc1nc2ccccc2nc1C	-7%	-6%	14%	2%	-11%	4%	90
c1ccc(-c2ccccn2)nc1	-36%	1%	16%	79%[activator]	-12%	-1%	79
Cc1c(C)n(C)c2ccc(C(=O)NCCN3CCOCC3)cc12	23%	6%	-7%	-11%	-10%	0%	-14
COc1ccc(-c2cc(=O)oc3cc(OCC(=O)N(C)C)ccc23)cc1	39%	1%	2%	-2%	3%	-13%	62
Cc1ccc(S(=O)(=O)N2CCN(S(=O)(=O)N3CCCCC3)CC2)cc1C	-15%	5%	-21%	5%	4%	1%	3
CC(C)(C)c1cc(CCC(=O)NCc2ccncc2)cc(C(C)(C)C)c1O	50%	-9%	?	-3%	2%	4%	.
CC1=C(C(=O)Nc2cc(C)ccc2C)C(c2cccs2)NC(=S)N1 (stereo not drawn)	-21%	-1%	11%	-7%	-3%	-2%	-25
Cc1ccc(S(=O)(=O)N2CCC(=O)N(C(COCc3cccc(Cl)c3)C(C)C)CC2)cc1 (stereo not drawn)	201%[activator]	7%	-1%[8.37 µM]	-6%	?	3%	-11
Cc1ccc(S(=O)(=O)N2CCOCC2)cc1NC(=O)CNC(C)c1ccccc1 (stereo not drawn)	27%	.	1%	30%	.	3%	-29
CCOC(=O)C(C(=O)OCC)C(Nc1cccc(Br)c1)c1ccccc1 (stereo not drawn)	-9%	3%	7%	-1%	-5%	2%	5
COc1cc(/C=N/NC(=O)c2cc(-c3cccc(OC(C)C)c3)nc3ccccc23)ccc1O	.	.	?	-6%	.	-2%	-61*
O=C(N/N=C/C(Cl)=C\c1ccccc1)c1ccco1	-40%	-7%	-16%	12%	-5%	0%	23
CCOc1ccc(NC(=O)CN(C)C(=O)c2ccccc2OCc2c(C)noc2C)cc1OCC	23%	.	?	77%[activator]	0%	3%	-4
S=c1nccc(-c2cccs2)[nH]1	-11%	5%	6%	177%[activator]	?	-9%	-39
Cc1ccc(NC(=O)c2c3c(nc4ccccc24)C(=O)N(C2CCCCC2)C3)cc1F	.	.	.	.	-3%	-1%	-9
Cc1ccc(S(=O)(=O)Nc2ccc3c(c2)ncn3C(C)(C)C)cc1	-26%	1%	-17%	-3%	-12%	0%	?
O=C(CC[C@H]1O[C@@H](n2ccc(=O)[nH]c2=O)[C@H](O)[C@@H]1O)N[C@H](Cc1ccccc1)C(=O)NCc1ccc2c(c1)OCO2	.	.	.	10%	.	1%	-12
Cc1ccc(NC(=O)CN(C)S(=O)(=O)c2ccc3c(c2)c(=O)n(C)c(=O)n3C)cc1	2%	5%	-1%	0%	-4%	-6%	-11
COc1ccccc1N1CCN(C(=O)CCS(=O)(=O)c2cc(Br)cc3c2N(C(=O)C2CC2)CC3)CC1	.	.	.	.	16%	0%	-14
Cc1nc(-c2ccc(F)cc2)c(CC(=O)Nc2cc(S(=O)(=O)N3CCCCC3)ccc2C)s1	-34%	.	-19%	-24%	-5%	1%	-24
Later entries:
SMILES	AmpC no deterg	LmPK inh	HCV inh	AMA1-RON2 inh	AmpC inh detg	TbPYK inhibitor	HCMV inh
CC1=C(C(=O)OCc2ccccc2)C(c2cccc([N+](=O)[O-])c2)NC(=O)N1C (stereo not drawn)	-1%	-8%	?	-7%	-1%	1%	21
CC1=CC(=O)C=CC1(C)C(Cl)(Cl)Cl (stereo not drawn)	-20%	3%	11%	3%	-15%	2%	-4
O=C(CN1CCN(S(=O)(=O)c2ccccc2)CC1)NC(=O)NCc1ccco1	-2%	2%	6%	9%	5%	-3%	-26
Cc1cccc(OCC(=O)N(Cc2ccc(N(C)C)cc2)C2CCS(=O)(=O)C2)c1 (stereo not drawn)	37%	0%	1%	9%	-3%	-4%	19
COC(=O)c1cc(Br)c(=O)n(-c2ccc(F)cc2)c1	-15%	4%	5%	4%	-7%	5%	0

Four entries from above, with values under each structure:
Sequence of screens: AmpC no deterg, LmPK inh, HCV inh, AMA1-RON2 inh, AmpC inh detg, TbPYK inhibitor, HCMV inh
CC1=CC(=O)C=CC1(C)C(Cl)(Cl)Cl (stereo not drawn)
    -20%, 3%, 11%, 3%, -15%, 2%, -4
O=C(CN1CCN(S(=O)(=O)c2ccccc2)CC1)NC(=O)NCc1ccco1
    -2%, 2%, 6%, 9%, 5%, -3%, -26
Cc1cccc(OCC(=O)N(Cc2ccc(N(C)C)cc2)C2CCS(=O)(=O)C2)c1 (stereo not drawn)
    37%, 0%, 1%, 9%, -3%, -4%, 19
COC(=O)c1cc(Br)c(=O)n(-c2ccc(F)cc2)c1
    -15%, 4%, 5%, 4%, -7%, 5%, 0
